# Compound activity from PubChem.
# PLCb3 inh: inhibitors of human phospholipase C beta3; Q01970; Purified PLC-beta3, fluorogenic substrate, fluorescence; inhibition, % at 12.2 µM; 370,000 compounds, 0.18% hits; AID 720704; in the data active = inhibition above about 11%;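 note: 0% = median of compound wells on plate and 100% = full blocker control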
# sPLA2-III inh: Blocks human group III sPLA2 activity; QFRET BODIPY PC-A2 liposome hydrolysis, fluorescence; Q9NZ20; inhibition, % at 12.2 µM; 370,000 compounds, 0.56% hits;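 active = inhibition above mean plus 3 SD of compounds lying within the high and low control bounds, cut at about 19% in these data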;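 note: 0% = median of test compound wells and 100% = no enzyme DMSO wells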
# Target sequence (Q9NZ20 whole entry, looked up): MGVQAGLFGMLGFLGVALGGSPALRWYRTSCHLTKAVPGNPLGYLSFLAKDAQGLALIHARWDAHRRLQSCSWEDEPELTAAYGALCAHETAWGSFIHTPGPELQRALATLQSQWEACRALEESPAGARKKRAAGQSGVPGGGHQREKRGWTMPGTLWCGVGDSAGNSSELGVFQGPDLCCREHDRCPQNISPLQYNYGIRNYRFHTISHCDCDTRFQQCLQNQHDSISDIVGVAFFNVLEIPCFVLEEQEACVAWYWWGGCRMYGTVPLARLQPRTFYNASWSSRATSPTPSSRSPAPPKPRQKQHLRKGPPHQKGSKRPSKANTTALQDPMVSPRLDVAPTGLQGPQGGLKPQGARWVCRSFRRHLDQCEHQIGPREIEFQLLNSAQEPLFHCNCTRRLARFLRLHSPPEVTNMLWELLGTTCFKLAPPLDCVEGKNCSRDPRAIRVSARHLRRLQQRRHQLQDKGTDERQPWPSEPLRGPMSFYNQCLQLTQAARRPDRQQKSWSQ
# ssDAF-12 act: activates DAF-12 receptor from parasite S. stercoralis; HEK293 ssDAF-12/GRIP1 lit1-tk-luc reporter, luminescence; % of 3 µM dafachronic acid response; activation, % at 6.8 µM; 370,000 compounds, 1% hits; AID 652126;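 active = activation above the mean over all tested compounds plus 3 SD, cut at about 0.9% in these data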;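 note: 0% = DMSO-only wells and 100% = 3 µM delta7-dafachronic acid wells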
# DAX1 inh-1: inhibitors of human orphan nuclear receptor DAX1 (NR0B1). AID 504766. P51843. 340,000 compounds, 0.99% hits. HEK293 Gal4-DAX1 luciferase reporter, luminescence. inhibition, % at 6.75 µM;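 active = inhibition above the mean over all tested compounds plus 3 SD, cut at about 4.2% in these data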;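 note: 0% = DAX1-transfected cells with DMSO and 100% = empty-vector control cells with DMSO; inhibition shows as a rise in luminescence from relieved DAX1 repression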
# ADAM17 inh: inhibitors of human ADAM17; recombinant ADAM17, EDANS/DABCYL FRET peptide cleavage; 370,000 compounds, 0.83% hits; inhibition, % at 6.95 µM;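 active = inhibition above the mean of compounds lying between control limits plus 3 SD, set per campaign, cut at about 8.5% in these data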;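 note: 0% = DMSO-only wells as the low control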
# hcDAF-12 act: activates DAF-12 receptor from parasite H. contortus. HEK293 hcDAF-12 lit1-tk-luc reporter, luminescence; 0% DMSO, 100% Δ7-dafachronic acid. activation, % at 6.8 µM. 370,000 compounds, 1.4% hits. AID 652067;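 active = activation above the mean of all tested compounds plus 3 SD, cut at about 5.5% in these data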;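 note: 100% = response to 3 µM Δ7-dafachronic acid high control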
# DAX1 inh-2: blocks DAX1 repression of SF-1 activated StAR promoter | HEK293T StAR-luciferase reporter, SF-1/DAX-1 repression relief | 370,000 compounds, 1.1% hits | AID 652010 | inhibition, % at 6.8 µM;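 active = inhibition above the mean over all tested compounds plus 3 SD, cut at about 3.6% in these data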;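 note: 0% = DAX-1 cells with DMSO and 100% = cells lacking DAX-1 with DMSO; higher inhibition means more luminescence from relief of DAX-1 repression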
# GAA850 FXN act: increases GAA850 frataxin promoter reporter activity | HEK293 lucGAA850 FXN promoter luciferase reporter, 24 h; percent of 10 µM SAHA response | AID 540364 | activation, % at 6 µM | 360,000 compounds, 0.56% hits;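 active = activation above the average of all compounds screened plus 3 SD, cutoff fixed separately per campaign, cut at about 7.5% in these data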;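 note: 0% = DMSO wells and 100% = 10 µM SAHA wells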
# PLCg1 inh: blocks human PLC-gamma1 enzyme activity; purified PLC-gamma1, fluorogenic substrate, fluorescence; P19174; 370,000 compounds, 0.84% hits; inhibition, % at 12.2 µM; AID 720700; in the data active = inhibition above about 9.5%
# hgDAF-12 ag: agonists of H. glycines DAF-12 nuclear receptor; HEK293 GAL4-hgDAF12 UAS-luciferase reporter, agonist luminescence; normalized to butyrate control; activation, % at 6.8 µM; 370,000 compounds, 1.8% hits;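 active = activation above a cutoff set at the mean of all screened compounds plus 3 SD, cut at about 10% in these data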;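 note: 0% = DMSO wells and 100% = sodium butyrate wells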
# ADAM10 inh: inhibitors of human ADAM10. 370,000 compounds, 0.62% hits. AID 720582. inhibition, % at 7 µM. recombinant ADAM10, EDANS/DABCYL FRET peptide cleavage, 3 h. O14672;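 active = inhibition above a per-campaign cutoff equal to the mean of compounds falling between control-based bounds plus 3 SD, cut at about 20% in these data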;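 note: 0% = DMSO wells while the 100% control is not disclosed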
# Target sequence (O14672 214-748 limits assumed): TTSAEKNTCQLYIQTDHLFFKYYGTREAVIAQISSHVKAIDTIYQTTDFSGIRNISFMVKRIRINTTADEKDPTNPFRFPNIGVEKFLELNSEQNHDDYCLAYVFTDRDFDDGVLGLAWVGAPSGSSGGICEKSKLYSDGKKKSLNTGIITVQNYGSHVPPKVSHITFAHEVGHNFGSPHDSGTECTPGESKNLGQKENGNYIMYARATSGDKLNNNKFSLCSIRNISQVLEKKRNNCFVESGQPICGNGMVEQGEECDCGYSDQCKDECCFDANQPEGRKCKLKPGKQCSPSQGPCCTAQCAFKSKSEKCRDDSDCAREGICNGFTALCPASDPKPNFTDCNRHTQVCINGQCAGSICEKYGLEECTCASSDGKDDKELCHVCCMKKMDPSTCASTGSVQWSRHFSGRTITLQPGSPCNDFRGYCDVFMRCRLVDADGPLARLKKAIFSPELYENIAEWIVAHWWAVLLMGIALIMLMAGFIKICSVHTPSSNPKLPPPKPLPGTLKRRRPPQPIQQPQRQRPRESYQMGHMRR
# An asterisk follows results filed as active; i = inactive; nt = no result given.
molecule,DAX1 inh-1,ssDAF-12 act,ADAM10 inh,PLCg1 inh,hgDAF-12 ag,sPLA2-III inh,DAX1 inh-2,hcDAF-12 act,GAA850 FXN act,ADAM17 inh,PLCb3 inh
O=C(NNC(=O)c1cccc(C(F)(F)F)c1)c1ccc(-n2cnnn2)cc1,0.3,-1.1,-3,-2,0.5,-3,0.0,0.3,1.3,-2,2
Cc1c(C(=O)OC2CCCC2C)[nH]c2c1C(=O)CCC2 (centres undefined),1.9,-0.9,-5,4,2.3,3,2.8,-0.8,4.7,0,7
Cc1c(Br)c([N+](=O)[O-])nn1C(C)C(=O)NCc1cccnc1 (centres undefined),0.7,-1.4,10,5,2.3,7,0.3,1.4,-0.7,0,5
CSc1ncnc2c1ncn2CCCNCc1cccs1,1.7,-1.5,-29,1,-1.3,17,0.2,-0.4,0.2,-4,-1
COc1cc(OC)cc(-c2sc3ccc(OC)cc3c2C#CCO)c1,-0.3,-1.3,-61,-25,2.5,-7,-0.7,2.4,4.0,-17,-41
CCCCN(C(=O)C(C)Oc1cccc(Cl)c1)c1c(N)n(CCC)c(=O)[nH]c1=O (centres undefined),0.3,-1.1,0,0,1.6,0,-1.0,-1.0,1.2,-3,0
O=C(Nc1nnc(S(=O)(=O)N2CCCCCC2)s1)c1cccc(Br)c1,-0.7,-1.2,-3,-26,-0.1,-11,0.7,4.2,11*,-3,-29
Cc1cccc(C)c1NC(=O)CSc1nnc(C)c(=O)[nH]1,-0.9,-1.6,-4,-1,2.1,-2,-0.1,-0.6,3.5,-3,0
COc1ccc(N2C(c3cc(OC)cc(OC)c3)=Cc3ccccc3C2CC(C)=O)cc1 (centres undefined),nt,-1.3,-27,-71,0.8,4,-1.3,-0.6,nt,-11,-96
NC(=O)NC(Cc1ccccc1)C(=O)O (centres undefined),-1.7,-1.4,-2,0,1.9,14,-0.6,-1.3,1.1,-4,6
Cc1cccn2c(=O)c3cc(C(N)=S)c(=N)n(CCCN4CCOCC4)c3nc12,-1.1,-1.1,i,-143,-1.0,5,-1.9,0.8,2.0,-296,-222
Cc1ccc(C)c(N2CCN(C(c3ccncc3)c3nnnn3Cc3ccccc3)CC2)c1 (centres undefined),-0.5,-0.9,-1,-1,0.7,3,-0.2,-2.4,-1.4,3,-1
COc1ccc(C(=O)NCCN2CCOCC2)c(OC)c1,-0.5,-1.1,8,6,0.0,13,-0.6,-0.8,0.3,4,4
C=CCNC(=O)CN(c1cccc(Br)c1)S(C)(=O)=O,0.6,-1.1,-6,-5,2.1,2,-0.5,-0.6,0.4,-12,3
CC(C)CNS(=O)(=O)c1ccc(CCC(=O)NCc2cccnc2)cc1,0.6,-0.7,1,-2,0.6,5,0.5,-0.7,0.9,2,4
Cc1c(C(=O)N2CC(C)OC(C)C2)oc2ccccc12 (centres undefined),-0.6,-1.6,0,-1,-0.2,4,-0.2,-0.2,2.1,-6,-1
Cc1ccc(C)c(S(=O)(=O)N2CCN(C(C)C(=O)Nc3ccccc3-c3ccccc3)CC2)c1 (centres undefined),0.6,-1.4,2,4,-4.1,-5,-1.3,-3.7,2.5,4,-2
C=CC[C@H](CC(=O)N(CCO)Cc1ccccc1)C(=O)NCCOC(=O)[C@@H](CC=C)CC(=O)OC(C)(C)C,0.5,-1.6,-10,-3,0.7,-1,-0.3,-1.5,-2.1,-3,-2
CCOc1cc(/C=C2\CCC/C(=C\c3cc(Cl)c(O)c(OCC)c3)C2=O)cc(Cl)c1O,-3.9,-1.0,-1,-6,2.0,1,-0.8,-1.1,-6.4,0,-7
CCN(CC)C1Oc2cc3c(cc2C(c2cc(OC)c(OC)c(OC)c2)C1C)OCO3 (centres undefined),2.0,-0.1,9,5,-4.6,7,3.1,-1.9,-1.7,9.9*,-1
COc1ccc(C(CNC(=O)c2cc(S(=O)(=O)NCc3ccccc3)ccc2C)N2CCOCC2)cc1 (centres undefined),-1.6,-1.1,-2,-1,2.4,-5,0.6,-1.4,1.0,-1,-5
CC1(C(=O)Nc2ccc3c(c2)OCO3)CCN1Cc1cccc2c1OCO2 (centres undefined),nt,-1.6,-2,-2,-2.5,0,-2.5,-2.3,0.3,-2,-1
CC(C)(O)C#Cc1ccc(CNC[C@H]2O[C@@H](n3cnc4c(=O)[nH]c(N)nc43)[C@H](O)[C@@H]2O)s1,nt,-0.2,3,5,-1.8,9,6.0*,2.0,nt,-1,5
O=c1c(-c2ccccc2)c(O)c2ccccc2n1-c1ccccc1,0.5,-1.3,-3,-36,-0.7,-6,0.2,-0.3,-1.0,-1,-45
O=C(NC1CC2CCC(C1)N2C(=O)NCc1ccccc1)C1CC1 (centres undefined),-0.1,-1.6,2,-103,1.4,3,-0.4,-1.1,1.4,1,2
CNC(=O)c1cc2cc(OC)ccc2n1CCN(C)C,0.1,-0.7,-85,-54,1.1,6,0.3,0.4,-1.2,-31,-66
CCCCC(=O)Nc1ccc(C(=O)OC2CCCCC2)cc1,-0.5,-1.4,8,1,0.8,-15,0.0,-1.9,-0.8,5,2
CCOc1cccc(C(=O)Nc2cccc(C(C)=O)c2)c1,-0.6,-1.3,-3,-1,3.0,-1,0.1,-0.9,1.9,0,1
C=CC[C@@H](CC(=O)NCCO)C(=O)N[C@H](C)COC(=O)[C@@H](CC=C)CC(=O)OC(C)(C)C,-0.3,-1.6,4,10.0*,0.2,5,0.0,-1.9,0.8,4,12*
COc1cc(OC)c(/C=N/NC(=O)c2ccc(Cn3nc([N+](=O)[O-])cc3C)cc2)c(OC)c1,nt,-0.9,-12,-1,1.4,13,-0.2,0.8,nt,3,-6
CC(=O)N1CCC(C(=O)Nc2ccc(S(=O)(=O)NCCc3ccccc3)cc2)CC1,1.2,-0.9,-9,3,1.3,-4,-0.5,1.0,0.4,-3,-3
Cc1nc(-c2cc(-c3nc(-c4ccc(C(C)(C)C)cc4)no3)no2)cs1,1.7,-0.4,4,3,2.4,-1,1.1,-0.4,1.1,-2,-3
COc1ccccc1/C=N/Nc1nc(C)c(C(C)=O)s1,-0.5,-0.7,-20,-21,2.4,1,0.6,-0.9,3.5,-6,-23
C=CCn1c(-c2ccccc2)nc(=S)c2c1CC(C)(C)OC2,0.1,-1.4,-20,0,-1.8,7,0.2,-1.1,-1.5,-3,-10
CCC(=O)Nc1nnc(SCc2cccc(F)c2)s1,1.8,-0.5,-9,0,1.0,7,0.2,-1.7,3.9,-6,-3
O=[N+]([O-])c1cnccc1Nc1ccccc1,-0.7,-0.7,-6,1,-1.2,-6,-1.5,0.1,-1.7,-9,4
O=C(CCNS(=O)(=O)c1ccc(Br)cc1)NCC1CCCO1 (centres undefined),-1.0,-1.4,-1,12*,1.4,6,2.6,-2.0,-0.6,2,-6
O=C(NNC(=O)c1cccnc1Cl)c1ccc(F)cc1,0.9,-1.0,1,1,2.3,3,-0.1,-0.5,-0.2,-1,1
Cc1[nH]n(-c2ccccc2)c(=O)c1C=NC1CCCCC1,0.3,-1.5,-4,0,4.4,-1,0.0,1.0,6.2,0,0
CC1(C)CC(=O)C=C(NCCN2CCN(C(=O)Nc3ccc(Cl)c(Cl)c3)CC2)C1,-0.5,-1.3,8,-2,-1.4,-2,-0.6,0.2,-1.3,0,-3
CCCCCCCCN1CN2Cc3ccc(C)cc3C2CS1(=O)=O (centres undefined),nt,-1.0,5,-5,1.2,6,0.8,-0.5,nt,1,-8
COc1cccc(/C(O)=C2/C(=O)C(=O)N(c3ccccn3)C2c2ccc(OC)c(OC)c2)c1 (centres undefined),0.2,-1.5,-4,1,5.8,-2,-0.5,0.3,1.5,-1,-2
CCc1ccc(N2CN(CCc3ccccc3)CNC2=S)cc1,nt,-0.8,-13,1,2.2,3,0.0,-0.8,0.4,-8,-6
CC(C)N(Cc1nccn1C)C(=O)CC1C(=O)NCCN1Cc1ccccc1C(F)(F)F (centres undefined),0.2,-1.7,-4,-6,0.1,2,-0.5,1.4,-0.3,-7,-8
COc1ccc(-n2nc(C(=O)NCC(=O)Nc3cccc(C)n3)c3ccccc3c2=O)cc1,1.0,-1.0,-4,-10,0.4,-2,0.1,-3.0,-0.6,1,-14
COc1cc(-c2n[nH]c(=S)n2/N=C/c2cccn2C)cc(OC)c1OC,2.4,-0.9,-7,-2,-0.1,18,-0.3,-1.8,1.2,-5,-10
COc1ccccc1NC(=O)COC(=O)c1ccc(S(=O)(=O)NCc2ccco2)cc1,0.0,-1.5,-4,1,-0.9,-17,0.5,0.1,1.6,-2,2
CCOc1ccc(OCC)c(NC(=O)CN2CCN(c3ccc(C)cc3C)CC2)c1,0.6,-1.2,-8,2,-1.8,3,0.3,-1.5,0.7,-2,-2
Cc1cccc(NS(=O)(=O)c2ccc3[nH]c(=O)cc(C(=O)O)c3c2)c1,-0.7,-0.9,-9,3,-2.3,2,0.1,-1.3,1.7,-5,-7
Cc1cccc(NC(=S)NC2CCCC2)c1C,0.0,-1.7,4,-1,0.2,17,-0.4,-2.7,0.3,-2,-4

# Following part
molecule,DAX1 inh-1,ssDAF-12 act,ADAM10 inh,PLCg1 inh,hgDAF-12 ag,sPLA2-III inh,DAX1 inh-2,hcDAF-12 act,GAA850 FXN act,ADAM17 inh,PLCb3 inh
O=C(c1ccc(Cl)cc1)[C@@H]1[C@@H]2C(=O)N(c3ccccc3)C(=O)[C@@H]2C2c3ccccc3C=NN21 (some centres undefined),-0.3,0.2,-3,-54,5.7,-18,0.1,3.4,-2.6,2,-56
Cc1csc(CN(C)C(=O)CC2C(=O)NCCN2Cc2ccc(F)cc2Cl)n1 (centres undefined),-0.4,-1.3,-78,-34,-3.3,-3,0.1,-2.1,-1.8,-21,-54
O=C(c1ccc(OC2CCN(C/C=C/c3ccccc3)CC2)cc1)N1CCCC1,0.0,-0.8,-4,1,1.4,-19,-0.1,-2.2,0.1,2,-8
Cc1onc(-c2ccccc2)c1C(=O)Nc1ccc(Br)cc1Cl,0.1,-1.2,-3,5,4.2,2,-0.3,-0.3,0.4,-4,-5
CC(C)C(N)c1csc(Nc2ccc(C(=O)NCCCO)cn2)n1 (centres undefined),nt,-1.6,-29,-24,0.4,9,1.1,0.8,-1.1,-5,-26
Cc1cc(C)nc(SC2CCCCC2NS(=O)(=O)c2ccccc2)n1 (centres undefined),-0.8,-1.0,8,7,-2.4,10,-0.7,0.5,0.2,-2,1
CCCCCCCCN1C(=O)[C@@H](CC(=O)N2CCC(c3ccccc3)CC2)C[C@@]2(C(=O)OC)C1=C[C@H](C(C)C)O[C@@H]2C1CC1,nt,-0.6,2,2,-3.6,3,0.6,-0.2,nt,-2,2
